# High-throughput results as filed in PubChem.
# SW480 rereplic = inducers of DNA re-replication in SW480 colon cancer cells; Potency, µM (top dose mostly 46.1 µM), for inactives: at the highest dose re-replication activation, hits mostly activators; SW480 DNA re-replication, Hoechst DNA content imaging, 48 h; 340,000 compounds, 1.8% hits; AID 624297; also: potency is read from the fitted curve at half-maximal effect; % of control where 0% means no effect; nearly all actives have a fitted effect of over 55% in size
#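 DNA re-replication was detected as more nuclei of elevated Hoechst intensity after 48 hr exposure to compound (23 nL pinned per well of 250 cells).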
# HT1080 IDH1KD tx = HT-1080 IDH1 knockdown cell toxicity (counter line); 360,000 compounds, 2% hits; Potency, µM (series often up to 46.1 µM), without a hit: at the highest dose activity, negative = toxicity, hits mostly cytotoxic; HT-1080 IDH1 knockdown viability, ATP luminescence, 48 h; AID 686971;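 also: potency is read from the fitted curve at half-maximal effect; 0% = DMSO wells and -100% = cell-free medium wells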
#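 After a 2 h attachment period, IDH1KD HT-1080 cells took pin-transferred compound for 48 h at 37 °C; ATP-based luminescence after 10 min room-temperature reagent incubation reported viability.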
# HepG2 viability = counter-screen for TGF-b inhibitors: cytotoxicity in HepG2 cells; 410,000 compounds, 0.76% hits; Potency, µM (top dose mostly 46.1 µM), inactives show at the highest dose activity change, negative = cytotoxicity, usual class: cytotoxic; AID 588856; HepG2 CAGA-GFP viability, ATP luminescence, 18 h; also: potency is read from the fitted curve at half-maximal effect; some results filed as inactive show a strong effect at the top dose
#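 CellTiter-Glo luminescence gave cytotoxicity after 18 hours at 37 degrees C. The cells were HepG2 CAGA-GFP in 1% FBS DMEM, stimulated with 500 pg/mL TGF-beta after compound addition. %Activity was normalised to no-cell wells (complete cell-killing) and DMSO (no toxicity), and curves were fitted and classified.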
# KB-3-1 cytotox = KB-3-1 parental cell cytotoxicity; KB-3-1 viability, CellTiter-Glo ATP luminescence, 72 h; Potency, µM (top dose mostly 46.1 µM), for the others: at the highest dose activity change, negative = cytotoxic, actives largely listed as cytotoxic; 400,000 compounds, 1.4% hits; AID 1347075; also: potency is read from the fitted curve at half-maximal effect; % is scaled to controls: 0 for no effect and ±100 for the full control effect; nearly all actives have a fitted effect of over 60% in size
#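 KB-3-1 cells, DMEM (no phenol red) + 10% FBS; compound by pin transfer, 72 h, 37 °C. Readout: CellTiter-Glo luminescence after 10 min. Data normalized, curve-fitted.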
# HT1080NT lethal = kills 2HG-producing HT-1080-NT fibrosarcoma cells; HT-1080-NT fibrosarcoma viability, CellTiter-Glo ATP luminescence, 48 h; Potency, µM (top dose mostly 46.1 µM), for inactives: at the highest dose activity, negative = less viability, actives largely listed as cytotoxic; 360,000 compounds, 1.6% hits;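 also: NT is the 2HG producing partner of a matched IDH1 knockdown line; potency is read from the fitted curve at half-maximal effect; 0% = DMSO-treated cells and -100% = media-only wells without cells; nearly all actives have a fitted effect of over 55% in size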
#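 HT-1080-NT fibrosarcoma cells (2HG-overproducing), 750 cells/well in RPMI with 5% FBS, dosed after 2 h and incubated 48 h at 37C. CellTiter-Glo luminescence normalized to DMSO and no-cell wells; concentration-response curves fitted and classed.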
# IL-1B inflam inh = blocks inflammasome-driven IL-1 beta release | THP-1 LPS/ATP IL-1B secretion, AlphaLISA, 16 h; hits give low values | activity change, % at 57.5 µM | 360,000 compounds, 4.7% hits; in the data active = activity change below about -50%; inconclusive = mostly about -30% to -49%; also: % is scaled to controls: 0 for no effect and ±100 for the full control effect
#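 Secreted IL-1B measured by AlphaLISA bead assay after 16 h compound exposure of THP-1 cells; compounds (final up to 57.5 uM) added 1 h before LPS (250 ng/mL) and ATP (1.25 mM) stimulation; lower signal means less secretion.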
# MCF10A rereplic = induces DNA re-replication in MCF 10a normal breast cells; MCF 10A DNA re-replication, Hoechst nuclear intensity, 48 h; Potency, µM (top dose mostly 46.1 µM), without a hit: at the top dose activity, positive = re-replication, most hits filed as activators; 350,000 compounds, 2.9% hits; also: potency is read from the fitted curve at half-maximal effect; % of control where 0% means no effect; nearly all actives have a fitted effect of over 50% in size
# ATXN2 expr inh = inhibitors of ATXN2 expression; HEK-293 ATXN2-luciferase reporter, luminescence, 24 h; 360,000 compounds, 0.72% hits; AID 1745845; Potency, µM (top dose mostly 57 µM), for the others: top-dose activity change, negative = inhibition, most hits filed as inhibitors; also: potency is read from the fitted curve at half-maximal effect; % is scaled to controls: 0 for no effect and ±100 for the full control effect; nearly all actives have a fitted effect of over 55% in size
#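 ATXN2-luciferase reporter cells (luciferase flanked by upstream and downstream ATXN2 gene portions) were treated 24 h at 37 °C with compounds at up to 57 uM. SteadyGlo luminescence gave expression; GF-AFC fluorescence gave viability.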
# ATXN viability = cell viability loss in ATXN counter-screen | AID 651635 | S2 cells (HEK-293 line with an ATXN2-luciferase reporter) viability, CellTiter-Fluor protease fluorescence, 24 h | 400,000 compounds, 0.49% hits | Potency, µM (doses to about 56.7 µM), usual class: cytotoxic; also: potency is read from the fitted curve at half-maximal effect; nearly all actives have a fitted effect of over 40% in size
# * = called active by the depositor; i = inactive; ? = inconclusive; nt = not tested or not shown; [ ] = dose if it differs, or a comment. Unless noted, calls follow the shape of the dose curve; as a rule, active = well fitted curve in the direction sought with a large enough effect; inconclusive = small, poorly fitted or top-dose-only effect, or another doubt; inactive = no such curve, though single readings can be large; an effect the other way counts as inactive or inconclusive.
SMILES,SW480 rereplic,HT1080 IDH1KD tx,HepG2 viability,KB-3-1 cytotox,HT1080NT lethal,IL-1B inflam inh,MCF10A rereplic,ATXN2 expr inh,ATXN viability
CC(C)N1C(=O)CCC1C(=O)N1CCC(Cc2ccccc2)CC1 (configuration not stated),-8%,8%,-38%,-15%,18%,-7,19%,-2%,i
Cc1ccc(-c2cc(C(=O)OC3CCOC3=O)c3ccccc3n2)c(C)c1 (configuration not stated),-1%,2%,1%,2%,14%,7,3%,3%,?
CCOC(=O)Nc1ccc2c(c1)N(C(=O)CN1CCN(C)CC1)c1ccccc1S2,-9%,?,-37%,-18%,?,-9,5%,1%,i
CCc1nc(SCC(=O)Nc2nnc(CC)s2)c2c(=O)n(C)c(=O)n(C)c2n1,5%,-3%,10%,-11%,-1%,-10,5%,-29%,i
CCCCN(C)CCCNC(=O)CN1C(=O)COc2ccc(S(=O)(=O)N3CCC(C)CC3)cc21,nt,nt,-9%,12%,nt,nt,nt,-4%,?
COc1ccc(-c2cc(C(=O)N3CCCC3)no2)cc1,-1%,-17%,-17%,-13%,-5%,-27,-5%,8.9µM*,i
CCN(CC)CCNC(=O)CCc1c(C)nc2c(c(C)nn2-c2ccc(C)cc2)c1C,?,?,-81%,?,18µM*,0,?,?,i
CC1(C)CC(NC(=O)C2CCN(S(=O)(=O)c3cccc(C(F)(F)F)c3)CC2)CC(C)(C)N1,-4%,4%,-23%,-7%,-2%,0,-4%,11%,i
O=C(c1ccco1)N1CCN(CC(=O)N2CCCc3c2c(=O)oc2ccc(O)cc32)CC1,0%,2%,0%,5%,5%,1,0%,4%,i
COc1ccc(-n2nc3c(N4CCCC(C(=O)NCCc5ccc(C)cc5)C4)nnc(C)c3c2C)cc1 (configuration not stated),nt,nt,-39%,?,nt,nt,nt,?,?

# The last 2 records of the part before come first, to join the parts:
SMILES,SW480 rereplic,HT1080 IDH1KD tx,HepG2 viability,KB-3-1 cytotox,HT1080NT lethal,IL-1B inflam inh,MCF10A rereplic,ATXN2 expr inh,ATXN viability
O=C(c1ccco1)N1CCN(CC(=O)N2CCCc3c2c(=O)oc2ccc(O)cc32)CC1,0%,2%,0%,5%,5%,1,0%,4%,i
COc1ccc(-n2nc3c(N4CCCC(C(=O)NCCc5ccc(C)cc5)C4)nnc(C)c3c2C)cc1 (configuration not stated),nt,nt,-39%,?,nt,nt,nt,?,?
Cc1ccc(CCC(=O)Nc2ccc([N+](=O)[O-])cc2Cl)o1,?,5%,-9%,19%,13%,-22,1%,16%,i
Cc1ccc(-c2ccc(CCC(=O)O)n2CC2CCCO2)cc1 (configuration not stated),-14%,-26%,6%,7%,-17%,28,16%,1%,i
CSCCCNC(=O)c1ccc(OC2CCN(CCc3ccccc3)CC2)cc1,?,1%,-29%,5%,3%,-26,1%,nt,i
CCOC(=O)C1CCN(CCC(=O)Nc2ccc(F)cc2)CC1,-12%,8%,-17%,10%,5%,-1,?,-11%,?
CS(=O)(=O)N(CC(=O)Nc1ccccc1C(=O)N1CCOCC1)c1ccc(F)c(Cl)c1,-25%,-1%,0%,23%,4%,i,-7%,7%,i
O=[N+]([O-])c1c(NCc2ccco2)ncnc1NCc1ccco1,-10%,7%,-15%,18%,16%,-19,-27%,4%,i
NS(=O)(=O)c1cccc(NC(=O)Cn2cc(C(F)(F)F)cc(Cl)c2=O)c1,2%,1%,-5%,1%,-1%,25,5%,3%,i
CC1=CC(C)(C)NC(=S)N1c1cccc2cc(S(=O)(=O)O)ccc12,-7%,3%,18%,-10%,4%,-13,4%,nt,i
CC(C)[C@@H](C(=O)N1CCN(C(=O)OC(C)(C)C)CC1)n1cc(CCO)nn1,-17%,3%,-1%,0%,6%,9,-26%,6%,i
CC(C)OCCCn1c(SCc2ccccc2C#N)nc2c(sc3ccccc32)c1=O,nt,nt,-21%,-2%,nt,nt,nt,7%,i
CC1(C)Cc2c(C#N)c(NCCc3ccccc3)nc(-c3ccco3)c2CO1,6.5µM*,-20%,13%,?,-3%,?,15µM*,-12%,i
COc1ccc(-c2coc3cc(O)c(OC)cc3c2=O)cc1,3%,1%,-13%,-3%,?,-5,-42%[inhibitor],20%,i
Cc1cccc(-n2ncc3c2CCCC3NC(=O)CC(F)(F)F)c1C (configuration not stated),-1%,-2%,2%,-15%,-12%,42,3%,-8%,i
CC1([N+](=O)[O-])COC(C=Cc2ccccc2)OC1 (configuration not stated),-8%,12%,11%,-10%,16%,1,-39%,17%,i
Cn1c(N)c(C(=O)CSc2nnc(NC3CCCCC3)s2)c(=O)n(C)c1=O,116%,-4%,2%,-2%,-5%,41,-8%,-7%,i
C#CCOCCOCCOCCNc1nc(N2CCN(C(=O)CCCCCCCCCCNC(=O)[C@@H](CCC(=O)O)n3cc(CCCCCN)nn3)CC2)nc(N2CCN(C(=O)CCCCCCCCCCNC(=O)[C@@H](CCC(=O)O)n3cc(CCCCCN)nn3)CC2)n1,0%[9.22 µM],-3%,6%,16%,3%,-13,-9%,3%,i
Cc1cccn2cc(-c3cccc(NC(=O)C(C)C)c3)nc12,nt,nt,-31%,6%,nt,nt,nt,21%,i
O=C(O)c1ccc(Cl)c(S(=O)(=O)NCc2cccnc2)c1,23%[1.84 µM],18%,-1%,-7%,4%,4,1%,-12%[11.3 µM],i
CCC(=O)c1ccc(OCC(=O)N(Cc2nnc(-c3ccccc3Cl)o2)C2CC2)cc1,1%,0%,5%,1%,0%,-10,2%,-4%,i
O=C(O)CNc1ncccc1[N+](=O)[O-],2%,-6%,0%,-1%,-6%,-2,-13%[9.22 µM],-8%,i
Cc1ccc(S(=O)(=O)NC(=O)NCCCN2CCOCC2)cc1,3%,5%,-11%,8%,9%,1,1%,4%,i
O=C1CCC(=O)N1c1ccccc1,-2%,4%,26%,9%,11%,-1,-2%,-12%,i
O=C(NS(=O)(=O)c1ccccc1)c1ccccc1F,-5%,15%,-23%,3%,13%,8,-4%,12%,i
Cc1ccccc1OC(C)C(=O)NCCC1=CCCCC1 (configuration not stated),0%,0%,-16%,4%,12%,?,1%,0%,i
CC(C)CC(NC(=O)c1ccc(Cl)cc1Cl)C(=O)O (configuration not stated),-6%,2%,-9%,2%,3%,2,25%,5%,i
CCOC(=O)/C(C#N)=C/c1cccc(C)c1,-5%,4%,-2%,-1%,2%,-7,6%,nt,i
CN(C)c1oc(/C=C/c2ccccc2)nc1C#N,15µM*,-1%,-26%,0%,-3%,2,?,54%[activator],i
COc1ccc(OC)c(S(=O)(=O)N(C)CC(=O)N2CCN(c3ccccc3F)CC2)c1,0%,-3%,-2%,11%,-3%,-4,-6%,3%,i
O=c1cc(CN2CCN(S(=O)(=O)c3ccc4ccccc4c3)CC2)nc2sccn12,3%,1%,0%,10%,0%,13,1%,10%,i
CC(OC(=O)CNC(=O)c1sc2ccccc2c1Cl)c1ccccc1 (configuration not stated),-4%,8%,46%,6%,16%,7,8%,nt,i

# Sorted by number of heavy atoms (ascending): four of the compounds above.
SMILES,SW480 rereplic,HT1080 IDH1KD tx,HepG2 viability,KB-3-1 cytotox,HT1080NT lethal,IL-1B inflam inh,MCF10A rereplic,ATXN2 expr inh,ATXN viability
CCOC(=O)/C(C#N)=C/c1cccc(C)c1,-5%,4%,-2%,-1%,2%,-7,6%,nt,i
Cc1ccccc1OC(C)C(=O)NCCC1=CCCCC1 (configuration not stated),0%,0%,-16%,4%,12%,?,1%,0%,i
Cc1ccc(S(=O)(=O)NC(=O)NCCCN2CCOCC2)cc1,3%,5%,-11%,8%,9%,1,1%,4%,i
COc1ccc(OC)c(S(=O)(=O)N(C)CC(=O)N2CCN(c3ccccc3F)CC2)c1,0%,-3%,-2%,11%,-3%,-4,-6%,3%,i

# (continued)
SMILES,SW480 rereplic,HT1080 IDH1KD tx,HepG2 viability,KB-3-1 cytotox,HT1080NT lethal,IL-1B inflam inh,MCF10A rereplic,ATXN2 expr inh,ATXN viability
Cc1onc(C(=O)Nc2cccnc2Cl)c1[N+](=O)[O-],-13%,-3%,-4%,-4%,0%,24,1%,-2%,i
COc1ccc(NCc2ccc([N+](=O)[O-])s2)cc1,65%,-25%,-23%,12%,-5%,-71*,?,16%,i
O=C(CN1CCC(NC(=O)c2ccccc2Cl)CC1)NCc1ccco1,2%,14%,-25%,3%,0%,-8,-4%,nt,i
COc1cc(NC(=O)c2c(-c3ccccc3Cl)noc2C)c2ncccc2c1,-27%,16%,-20%,-16%,25%,11,10%,2%,i
COc1ccc(Nc2nc3c([nH]2)c(=O)[nH]c(=O)n3C)cc1,-1%,-25%,1%,5%,7%,27,2%,0%,i
CC(=O)Nc1ccc(C(=O)Nc2ccc3c(c2)OCCO3)cc1,-31%,-5%,-14%,-6%,-7%,-13,-2%,nt,i
Cc1ccnc(NCc2cc(C)ccc2O)c1,9%,-20%,7%,7%,-4%,5,?,26%,i
CC(C)(C)NC(=O)CN(Cc1ccc2c(c1)OCO2)C(=O)CNS(=O)(=O)c1ccc(F)cc1,-11%,-9%,4%,17%,-21%,14,-2%,-9%,i
O=C(NCc1ccccc1)C(=O)Nc1nc(-c2ccccc2)cs1,1%,-12%,-18%,-18%,-16%,-20,8%,-28%,i
Cc1ccc(-c2ncccc2OC(=O)C23CC4CC(CC(C4)C2)C3)cc1,13%,?,-1%,2%,-27%,1,14%,3%,i
